RSV CPE inhibition: inhibition of RSV-induced cytopathic effect – HEp-2 cells, primary 10 µM value included (AID 2391). HEp-2 cells, RSV-induced CPE inhibition; higher % means a stronger effect. 0.13% of 310,000 active. CPE inhibition, % at 10 µM; hits with a dose series show IC50 in µM; in the data active = a potency from the dose series; also: strong numbers were not always called active
AID2073: disruptors of CaV2.2 binding to Mint1 – biochemical, HTRF (AID 2073); HTRF protein-protein interaction, Mint1-CaV2.2; higher % means a stronger effect; inhibition, % at 20 µM, or IC50 in µM where a hit was titrated; 0.19% of 290,000 active; in the data active = inhibition mostly above about 51%, no sharp cut-off; also: some results filed as inactive read as strong as hits
GPR35 antagonists: inhibition of zaprinast-stimulated GPR35 beta-arrestin translocation – imaging, U2OS, beta-arrestin-GFP, zaprinast agonist, primary screen (AID 2058); U2OS GPR35 beta-arrestin-GFP translocation imaging, zaprinast antagonism; higher % means a stronger effect; one-dose inhibition, % at 10 µM; IC50 in µM for titrated hits; 0.052% of 290,000 active;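 active = inhibition of at least 50% with at least 30 cells and total cytoplasm GFP at most 10,000,000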
LYP inhibition: PTPN22 lymphoid phosphatase activity blockers – biochemical, fluorescence intensity, uHTS (AID 1779) | 0.054% of 290,000 active | recombinant LYP phosphatase, fluorescence intensity; higher % means a stronger effect | inhibition, % at 11.5 µM, or IC50 in µM where a hit was titrated; in the data active = inhibition above about 50%;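 also: plate controls were vehicle with enzyme for no effect and no enzyme for full effect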
NTR1 ag: agonists of NTR1, primary screen, imaging, U2OS cells, beta-arrestin-GFP, high content (AID 493036). P30989. NTR1-U2OS beta-arrestin-GFP spot imaging, agonist mode. activation, % at 20 µM. 0.17% of 330,000 active;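 active = activation at or above 40% of the spot to cytoplasm intensity ratio, with at least 20 cells analyzed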;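 also: 0% = DMSO without peptide and 100% = 100 nM NTR1 peptide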
Target sequence (P30989 whole entry, looked up): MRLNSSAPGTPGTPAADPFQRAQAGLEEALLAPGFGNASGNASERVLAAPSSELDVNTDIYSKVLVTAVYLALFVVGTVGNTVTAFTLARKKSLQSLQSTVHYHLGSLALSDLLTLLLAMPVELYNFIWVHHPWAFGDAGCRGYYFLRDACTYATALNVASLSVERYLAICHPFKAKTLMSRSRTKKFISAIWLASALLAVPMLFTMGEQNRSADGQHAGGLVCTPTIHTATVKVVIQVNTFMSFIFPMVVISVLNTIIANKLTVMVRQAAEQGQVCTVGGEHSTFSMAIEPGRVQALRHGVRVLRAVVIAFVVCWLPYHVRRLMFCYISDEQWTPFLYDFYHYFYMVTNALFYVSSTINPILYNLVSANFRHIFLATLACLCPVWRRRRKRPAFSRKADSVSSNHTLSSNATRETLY
WT yeast gro inh: growth inhibition of WT yeast, mitochondrial fusion screen | 2.1% of 190,000 active | AID 1362 | mitochondrial fusion phenotypic screen, WT strain | inhibition, % at 10 µM; in the data active = inhibition above about 58%; tested in S. cerevisiae
UTI89 phage lysis: inhibition of K1F phage lysis, E. coli UTI89, bacterial capsule biogenesis inhibitors, alamar blue (AID 488966). one-dose inhibition, % at 100 µM; IC50 in µM for titrated hits. E. coli UTI89 K1F phage lysis, alamar blue, 2 h; higher % means a stronger effect. 0.02% of 340,000 active;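 active = phage lysis inhibition, versus mean bacterial control, above a set limit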;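 also: capsule biogenesis inhibitors block K1F phage lysis so surviving cells raise fluorescence; higher fluorescence means more inhibition of phage lysis; actives were called in the ten point dose series up to 300 µM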
Dengue-2 NS5 capping: flavivirus cap methylation enzyme inhibition – biochemical, confirmation dose response, primary screen (AID 588689); Dengue-2 NS5 methyltransferase capping enzyme assay, biochemical; higher % means a stronger effect; inhibition, % at 25 µM, or IC50 in µM where a hit was titrated; 0.3% of 340,000 active; in the data active = a potency from the dose series
Autophagy HCS: alters autophagy in cells | MEF GFP-LC3 puncta imaging; test concentration mostly 10 µM | calls only at 10 µM (by protocol) | 0.98% of 190,000 active | AID 463193;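 active = percentage of spot-positive cells more than 3 SD above its plate mean, without a fluorescence outlier flag or 80% toxicity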;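 also: spot-positive cell cutoff set from DMSO-treated cells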
WT yeast gro inh mutant strain: recorded beside WT yeast gro inh, whose call it bears; inhibition, %; mitochondrial fusion phenotypic screen, mutant strain inhibition
Autophagy HCS cell loss 18 h: second read-out of Autophagy HCS, no call of its own (marks repeat the call); toxicity, %; measured here: cell loss, nuclei count;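 cell loss after 18 h compound exposure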
NTR1 ag cell count 20 µM: recorded beside NTR1 ag, whose call it bears; cell count; measured here: cell count, cytotoxicity flag
Dengue-2 NS5 capping pilot replicate: further read-out of Dengue-2 NS5 capping, marked with its call; inhibition, %; measured here: pilot screen replicate inhibition
An asterisk follows results filed as active; i = inactive; . = not tested or not shown; [ ] = dose if it differs, or a comment.

SMILES	RSV CPE inhibition	AID2073	GPR35 antagonists	LYP inhibition	NTR1 ag	NTR1 ag cell count 20 µM	WT yeast gro inh	WT yeast gro inh mutant strain	UTI89 phage lysis	Dengue-2 NS5 capping	Autophagy HCS	Autophagy HCS cell loss 18 h	others
Cc1cc(-c2nc(C)c(-c3nnc(SCC(=O)Nc4ccc(Cl)cc4)n3C)s2)no1	.	13%	-8%	-20%	1.0	46	.	.	.	.	.	.
CCC(=O)Nc1ccc2c(c1)C(=O)c1ccccc1C2=O	-0.7%	4%	-16%	-4%	2.1	52	39	44	-0.2%	6%	i	8
CCOC(=O)c1ccc(NC(=O)c2ccc(OC(C)C)c(OC)c2)cc1	3.5%	4%	-14%	-2%	3.7	51	9	4	0.1%	2%	i	-11
Cc1ncoc1C(=O)N1CCCC(C(=O)c2ccc(Oc3ccccc3)cc2)C1 (stereo not given)	6.2%	3%	2%	-4%	-1.1	93	80	81	0.1%	-12%	i	33
CCCNC(=O)COC(=O)c1ccc(-c2ccccc2)cc1	1.5%	4%	-6%	3%	0.0	67	-1	-14	0.2%	-2%	i	21
Cc1ccc(-c2nnc3c4ccccc4c(C)nn23)cc1S(=O)(=O)N1CCN(CCO)CC1	8.2%	7%	1%	2%	5.7	70	-15	11	-1.1%	2%	i	-16
CC(C)Cn1c(-c2ccccc2)nc(=S)c2c1CCCC2	0.5%	12%	-6%	-6%	2.3	46	-3	-5	2.4%	2%	i	2
COC(=O)c1ccc([N+](=O)[O-])cc1N1C(=O)C2C3CCC(C3)C2C1=O (stereo not given)	0.3%	-5%	14%	-5%	1.8	79	-6	-11	0.8%	-6%	i	-12
Cc1onc(-c2ccccc2)c1C(=O)NC(=S)NNC(=O)c1ccncc1	-0.2%	-14%	12%	-2%	-1.6	55	-6	-4	1.1%	-1%	i	-4
CCn1c(=O)cc(SCC(=O)Nc2cccnc2)c2ccccc21	1.3%	3%	-14%	-4%	-0.5	61	4	4	1.5%	-1%	i	0
COc1ccc(NC(=O)CC2CC3CCC2C3)cn1 (stereo not given)	0.5%	-2%	-11%	-2%	-0.9	29	-1	-3	0.4%	-6%	i	-5
Nn1c(-c2ccc(O)cc2)nnc1-c1ccc(O)cc1	-1.1%	-11%	-12%	-8%	1.1	55	.	.	0.0%	1%	.	.
CCCCc1c(C)c2cc(C)ccc2[nH]c1=O	47%	-5%	-8%	2%	0.2	56	-2	-8	0.9%	-11%	i	3
Cc1ccc(S(=O)(=O)N2CCN(C)CC2)c(C)c1N(C)S(=O)(=O)c1ccc(Cl)cc1	9.8%	29%	-9%	-12%	1.3	37	13	6	-0.1%	-5%	i	-6
CCNC(=O)COc1cc(C)c(Cl)c(C)c1	1.8%	-1%	8%	-2%	-1.7	89	-3	-1	0.0%	11%	i	-7
Cc1ccc(OCC(=O)N/N=C/c2c[nH]c3ccccc23)c([N+](=O)[O-])c1	1.2%	-3%	-8%	-6%	2.4	72	-1	-2	1.5%[50 µM]	-5%	i	1
C/C(=N\OCC(=O)Nc1ccc(Br)cc1)c1cccs1	-1.7%	1%	6%	-5%	2.5	32	19	1	0.3%	-6%	i	-5
O=S(=O)(Nc1ccc2c(c1)OCO2)c1ccc(Br)s1	-1.9%	-10%	-3%	-3%	2.7	54	1	13	6.0%	4%	i	5
Cn1nc(Oc2ncc(C(F)(F)F)cc2Cl)cc1C(F)(F)F	0.8%	-11%	16%	-5%	-2.3	14	4	1	1.0%	-1%	i	-2
C=C(C)Cn1c(C)cc(C)c(S(=O)(=O)c2ccc(C)cc2)c1=O	4.7%	-2%	-12%	-1%	4.0	85	31	-4	-0.4%	-3%	i	3
O=C(O)c1ccc(Cl)c(S(=O)(=O)NCC2CCCO2)c1 (stereo not given)	0.2%	0%	1%	-6%	0.5	84	-4	0	-0.2%	-2%	i	-16
O=C(NNC(=O)C1CCN(Cc2cccc(F)c2)CC1)c1cccc(Cl)c1	-0.2%	3%	-13%	-3%	-0.6	56	3	1	0.2%	-3%	i	9
Cc1ccc(CNC(=O)c2cc(-c3ccccc3C)n(CC3CC(c4cccc([N+](=O)[O-])c4)=NO3)n2)cc1 (stereo not given)	6.7%	.	.	.	4.4	105	.	.	4.3%	2%	.	.
CC(C)n1ncc(N2CCOCC2)c(Cl)c1=O	1.8%	6%	-4%	-9%	2.9	77	.	.	1.5%[50 µM]	-12%	.	.
Cc1ccccc1C(=O)c1c[nH]c(C(=O)NCCc2ccccn2)c1	-0.6%	8%	-2%	0%	-0.5	57	-14	14	0.3%	5%	i	3
O=C(Nc1ncnc2c1CCC2)C12CC3CC(CC(C3)C1)C2	1.2%	2%	3%	-8%	0.9	57	-9	-4	0.1%[50 µM]	-1%	i	-3
CC(=O)N(C(C)=O)n1c(/C=C/c2ccc([N+](=O)[O-])cc2)nc2ccccc2c1=O	5.2%	6%	-4%	2%	2.3	29	-5	-25	1.4%	2%	i	33
CCOc1ccccc1C(=O)N(CN1CCCC1=O)c1ccc(C)c(Cl)c1	3.7%	-4%	-6%	-6%	-1.0	62	7	-5	0.0%	-5%	i	11
O=C(Cc1ccc(F)cc1)N1CCN(c2ccc(F)cc2)CC1	0.6%	4%	-1%	-2%	-0.7	59	.	.	-2.0%	-4%	.	.
O=C(Nc1ccc(N2CCOCC2)cc1)c1ccncc1	-0.4%	40%	4%	-6%	-0.6	47	-21	4	0.8%	-1%	i	-10

Continued, overlapping the part above by five compounds.
SMILES	RSV CPE inhibition	AID2073	GPR35 antagonists	LYP inhibition	NTR1 ag	NTR1 ag cell count 20 µM	WT yeast gro inh	WT yeast gro inh mutant strain	UTI89 phage lysis	Dengue-2 NS5 capping	Autophagy HCS	Autophagy HCS cell loss 18 h	others
O=C(Nc1ncnc2c1CCC2)C12CC3CC(CC(C3)C1)C2	1.2%	2%	3%	-8%	0.9	57	-9	-4	0.1%[50 µM]	-1%	i	-3
CC(=O)N(C(C)=O)n1c(/C=C/c2ccc([N+](=O)[O-])cc2)nc2ccccc2c1=O	5.2%	6%	-4%	2%	2.3	29	-5	-25	1.4%	2%	i	33
CCOc1ccccc1C(=O)N(CN1CCCC1=O)c1ccc(C)c(Cl)c1	3.7%	-4%	-6%	-6%	-1.0	62	7	-5	0.0%	-5%	i	11
O=C(Cc1ccc(F)cc1)N1CCN(c2ccc(F)cc2)CC1	0.6%	4%	-1%	-2%	-0.7	59	.	.	-2.0%	-4%	.	.
O=C(Nc1ccc(N2CCOCC2)cc1)c1ccncc1	-0.4%	40%	4%	-6%	-0.6	47	-21	4	0.8%	-1%	i	-10
CCOc1ccc(N(CC(=O)Nc2cc(C)ccc2C)S(=O)(=O)c2c(C)[nH]c(=O)[nH]c2=O)cc1	1.4%	11%	7%	-9%	-0.7	51	.	.	0.0%	-6%	.	.
Cc1ccc(S(=O)(=O)N(C)c2ccc(OCC(=O)Nc3nnc(C4CC4)s3)cc2)cc1	.	-3%	2%	-2%	.	.	6	19	0.0%	-8%	i	0
COc1ccc(CCC(=O)OCC(=O)Nc2ccc3[nH]c(=O)[nH]c3c2)cc1	-1.8%	.	.	.	-0.6	79	.	.	1.5%[50 µM]	-1%	.	.
CC1CCN(c2ccc(-c3ccc(NC(=O)c4ccco4)cc3)nn2)CC1	-2.5%	.	.	.	2.9	73	.	.	1.4%[50 µM]	-10%	.	.
Cc1ccc(NC(=O)c2cc(-c3ccc4c(c3)OCO4)on2)cc1C	1.6%	12%	-19%	-3%	0.5	58	.	.	0.3%	-6%	.	.
Cc1ccc(S(=O)(=O)Nc2ccccc2C(N)=O)cc1	5.5%	0%	9%	-10%	0.1	73	8	11	0.8%	-8%	i	7	Dengue-2 NS5 capping pilot replicate=-8.2
CCCc1ccc(-c2csc(NC(=O)C3=COCCO3)n2)cc1	10%	.	.	.	11	59	.	.	0.1%[50 µM]	-10%	.	.
Clc1ccc(CN2CCN(c3ncccn3)CC2)cc1	7.7%	-5%	-3%	-7%	-0.2	76	.	.	-0.1%	2%	.	.
COc1cccc(NC(=O)C2CC(=O)N(Cc3ccc(C)cc3)C2)c1 (stereo not given)	0.8%	6%	-9%	-8%	0.3	65	.	.	2.1%[50 µM]	14%	.	.
COCCN1C(=O)N[C@@H](c2cccc(C(F)(F)F)c2)C(C(=O)OC)=C1C	0.9%	.	.	.	-2.0	73	.	.	-1.1%	-9%	.	.
COc1ccc(C(=O)CN2C3=NCCCN3c3ccccc32)cc1OC	2.0%	-5%	2%	-2%	-0.4	55	7	-4	0.1%	-1%	i	10
COc1ccc(-n2c(COc3ccc4c(c3)OCO4)nnc2SCC(=O)O)cc1	3.3%	-12%	-3%	-6%	1.6	41	1	12	0.0%	-1%	i	6
O=C(c1cnn2c(C(F)(F)F)cc(-c3ccco3)nc12)N1CCCCCC1	0.2%	9%	-2%	-10%	4.0	51	7	-4	0.1%	7%	i	-14
O=C(C1COc2ccccc2O1)N1CCc2ccccc21 (stereo not given)	0.7%	8%	2%	-1%	-0.7	49	-6	-21	0.5%	-3%	i	4
CCN1C(=O)N[C@@H](c2cccc(F)c2)C(C(=O)OC)=C1C	0.5%	.	.	.	-1.7	84	.	.	-0.5%	0%	.	.
Nc1c(-c2ccc(Cl)cc2)cnc2c(-c3ccc(F)cc3)cnn12	5.6%	19%	-1%	-9%	8.4	118	.	.	0.1%	-7%	.	.
COc1cccc(NCc2cc(=O)oc3cc(-c4ccccc4)c(O)cc23)c1	9.5%	47%	-3%	0%	3.5	60	18	7	-0.4%	1%	i	10
CC(C)CC(=O)Nc1nnc(SCC(=O)NCc2ccco2)s1	1.9%	6%	-7%	-2%	0.6	38	-5	-13	4.7%[50 µM]	5%	i	5

Screening data (PubChem)
